Bioassay records (PubChem)
Pf growth 96h – Primary qHTS for delayed death inhibitors of the malarial parasite plastid, 96 hour incubation; hit rate 6.9% among 320,000; Potency, µM (top dose mostly 28.7 µM), without a hit: top-dose activity change, negative = inhibition, usual class: inhibitors; P. falciparum luciferase reporter growth, 96 h; AID 504834, 2011; also: potency is read from the fitted curve at half-maximal effect; % is scaled to controls: 0 for no effect and ±100 for the full control effect
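Infected RBCs, 2% Hct / 0.05% parasitemia final; luciferase-reporter P. falciparum; cpd 96 h, 37 C, 5% CO2; luciferase detection reagent; luminescence.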
Pf growth 48h – Primary qHTS for delayed death inhibitors of the malarial parasite plastid, 48 hour incubation. P. falciparum luciferase growth in erythrocytes, 48 h. Potency, µM (series often up to 28.7 µM), for inactives: top-dose activity change, negative = inhibition, hits mostly inhibitors. hit rate 5.9% among 310,000. AID 504832, 2011; also: potency is read from the fitted curve at half-maximal effect; % is scaled to controls: 0 for no effect and ±100 for the full control effect
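Parasite viability was followed by luminescence of a genomically integrated firefly luciferase. Cultures held 0.1% parasitemia at 2% hematocrit (final), incubated under 5% CO2 at 37 C.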
Shiga toxin inh – A qHTS for Small Molecule Inhibitors of Shiga Toxin; Vero cells, Shiga toxin protein synthesis inhibition reporter; inhibition, % at 38.7 µM; hit rate 9.2% among 290,000; AID 2315, 2010; in the data active = inhibition mostly above about 28%, no sharp cut-off; inactive = mostly below about 43%; also: 0% is about no effect
CHX counter – Cycloheximide Counterscreen for Small Molecule Inhibitors of Shiga Toxin | cell reporter, cycloheximide protein synthesis inhibition counterscreen | max response, % | hit rate 12% among 300,000 | AID 2314, 2010; in the data active = max response mostly above about 13%, no sharp cut-off; inactive = mostly below about 14%; also: read at 38.3 µM for the half of the compounds with a filed dose; 0% is about no effect
Sm TGR inh – qHTS Assay for the Inhibitors of Schistosoma Mansoni Peroxiredoxins; Schistosoma mansoni thioredoxin glutathione reductase (TGR), Q962Y6; purified TGR, DTNB reduction, TNB absorbance 405 nm; Potency, µM (doses to about 114 µM), for the others: at the top dose activity change, negative = inhibition, usual class: inhibitors; hit rate 3% among 360,000; AID 485364, 2010; also: potency is read from the fitted curve at half-maximal effect; % is scaled to controls: 0 for no effect and ±100 for the full control effect; nearly all actives have a fitted effect of over 60% in size
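Kinetic colorimetric format: TGR-catalysed, NADPH-driven DTNB reduction monitored via TNB absorbance. Enzyme dispensed at 20 nM; compound exposure 15 min at room temperature before reaction start.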
Giardia FBPA inh – qHTS Assay for Inhibitors of Fructose-1,6-bisphosphate Aldolase from Giardia Lamblia; hit rate 0.71% among 290,000; purified Giardia FBPA; Potency, µM (doses to about 59.6 µM), without a hit: top-dose activity, negative = inhibition, hits mostly inhibitors; also: potency is read from the fitted curve at half-maximal effect; % is scaled to controls: 0 for no effect and ±100 for the full control effect; nearly all actives have a fitted effect of over 55% in size
Target sequence (A8B2U2 whole entry, looked up): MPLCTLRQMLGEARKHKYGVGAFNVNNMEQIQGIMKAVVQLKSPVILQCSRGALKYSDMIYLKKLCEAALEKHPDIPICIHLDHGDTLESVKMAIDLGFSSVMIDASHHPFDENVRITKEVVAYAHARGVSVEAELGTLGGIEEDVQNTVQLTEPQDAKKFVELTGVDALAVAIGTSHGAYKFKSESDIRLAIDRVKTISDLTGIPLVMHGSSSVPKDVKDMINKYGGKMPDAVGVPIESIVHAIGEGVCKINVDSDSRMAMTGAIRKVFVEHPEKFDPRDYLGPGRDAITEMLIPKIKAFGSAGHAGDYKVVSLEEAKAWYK
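Giardia FBPA (40 nM reagent) was preincubated 10 min at RT with compound (up to 57.5 uM final), then substrate plus GAPDH/TPI/NAD/arsenate coupling system with diaphorase/resazurin was added; resorufin fluorescence (525/598 nm) was read after 20 min.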
An asterisk follows results filed as active; ? = inconclusive; · = not tested or not shown; & = joins results of further samples; [ ] = remark or other dose. Unless noted, calls follow the shape of the dose curve; as a rule, active = well fitted curve in the direction sought with a large enough effect; inconclusive = small, poorly fitted or top-dose-only effect, or another doubt; inactive = no such curve, though single readings can be large; an effect the other way counts as inactive or inconclusive.

The line under a structure holds: Pf growth 96h	Sm TGR inh	Shiga toxin inh	CHX counter	Giardia FBPA inh	Pf growth 48h
- O=C(OCC1CCCN2CCCCC12)c1ccc2c(c1)OCO2 (stereo unspecified)
 : 49%[activator]	-5%	15	-2	-5%	7%
- CCn1cc(C(=O)C(F)(F)F)c2ccccc21
 : 126%[activator]	2%	-4	-2	0%	41%[activator]
- CCCCN(C(=O)c1ccccc1OCc1ccc(F)cc1)c1c(N)n(CCC)c(=O)[nH]c1=O
 : ?	-6%	3	4	·	?
- Cc1ccc(-c2ccc(=O)n(CC(=O)NCc3ccc(F)cc3)n2)cc1
 : -10%	-1%&20%	19	-2	7%	22%
- O=C(CSc1ccc2nnc(CCNC(=O)c3ccc(F)cc3)n2n1)NCc1ccco1
 : -5%	-13%	-5	-3	·	-16%
- CC(C)Nc1nnc(SCC(=O)c2c[nH]c3ccccc23)s1
 : 10µM*	-6%	10	7	-2%	-27%
- O=C(c1ccc(COc2ccc(F)cc2)o1)n1cc(Br)cn1
 : 13%	?	8	13	2%	27%
- Nn1c(COc2ccc(Cl)cc2)n[nH]c1=S
 : 9%	-5%	15	1	-23%	0%
- CCc1nnc(NC(=O)c2cccc(S(=O)(=O)N3CCCC3)c2)s1
 : 277%[activator]	?	-8	-4	-3%	-7%
- O=C(CCN1C(=O)/C(=C\c2ccccc2)SC1=S)N1CCCCC1
 : ?	0%	2	-2	6%	-17%
- COC(=O)C(O)(c1ccc(N(C)C)cc1)C(F)(F)F (stereo unspecified)
 : -21%	·	27	-7	3%	17%
- COc1cc(NC(=O)c2cccc([N+](=O)[O-])c2)ccc1NC(=O)c1cc2ccccc2o1
 : 11%	9%	-2	-2	-3%	-4%
- Cc1ccc(-c2nnc(NC(=O)c3ccco3)o2)c(C)c1
 : -24%	-1%	·	·	·	?
- CC(Sc1cccc[n+]1[O-])C(=O)Nc1cccc([N+](=O)[O-])c1 (stereo unspecified)
 : 20%	5%	19	16*	0%	13%
- CCOC(=O)c1ccc(NC(=O)CSc2nnc(C)n2-c2ccccc2)cc1
 : 2%	-1%	14	0	3%	0%
- CN(NC1OC(=O)c2ccccc21)c1ccc(Cl)cc1[N+](=O)[O-] (stereo unspecified)
 : 49%[activator]	3%	2	1	?	62%
- CS(=O)(=O)N(CC(=O)N/N=C/c1cccc2c1OCCO2)c1ccccc1Br
 : 49%[activator]	9%	-21	-4	0%	-2%
- O=[N+]([O-])c1ccc(-n2nncc2-c2ccc(Cl)cc2)cc1
 : ·	-9%	-16	1	9%	-7%
- Cc1nn(Cc2ccccc2Cl)c2sc(C(=O)Nc3ccccc3N3CCOCC3)cc12
 : ?	7%	-20	-5	-1%	?
- CN(CC(=O)NCCc1ccc(F)cc1)Cc1ccccc1
 : ?	-4%	79	16	-12%	-18%
- COc1ccc(NC(=O)CSc2[nH]c(=O)cc(C)c2C#N)cc1OC
 : ·	-1%	-14	-3	-25%	-3%
- OC(CN1CCCCC1)Cn1c2ccc(Cl)cc2c2cc(Cl)ccc21 (stereo unspecified)
 : ?	0%	3	-3	-1%	1.9µM*
- CC(C)C(=O)Nc1cccc(S(=O)(=O)c2cccc(NC(=O)C(C)C)c2)c1
 : ?	-22%	-3	-2	-2%	?
- COCCN(CC(=O)Nc1cccc(C)c1C)C(=O)Cc1sc(C)nc1-c1ccc(F)cc1
 : ?	-4%	·	·	·	?
- COc1ccccc1CNCC(=O)NCc1ccc(C)cc1
 : ?	?	-12	1	?	20%
- Cc1cc(C)n(S(=O)(=O)Cc2ccccc2)n1
 : ·	3%	-10	-4	·	-23%
- O=S(=O)(NCC1CCCN(Cc2ccccc2)C1)c1cccc2cccnc12 (stereo unspecified)
 : 21%	-28%	-4	-1	·	-16%
- Cc1ccc(Nc2ncc3c(n2)CC(c2ccco2)CC3=O)c(C)c1 (stereo unspecified)
 : ?	-26%	52	3	-3%	?
- Cc1ccc(C(=O)N2CCN(c3ccc([N+](=O)[O-])cc3-n3cccc3)CC2)cc1
 : ?	2%	17	-1	-2%	?
- CC(C)(C)n1nc2c(c1NC(=O)Cc1ccc(F)cc1)CS(=O)(=O)C2
 : 6%	2%	6	-3	-4%	10%
- Cc1cc(C(=O)Nc2ncc(C)s2)c2ccccc2n1
 : 7%	3%	36	7	-7%	51%[activator]
- CN(C[C@H](c1ccccc1)N(C[C@H](Cc1ccccc1)N(CCc1ccccc1)N=O)N=O)N=O
 : 12µM*	?	-9	-2	0%	?
- Cc1cc(Cl)c2oc(C(=O)N3CCN(c4cccc(C)n4)CC3)c(C)c2c1
 : 3.7µM*	-24%	·	47*	-10%	7%
- S=C(NCc1ccccc1)NCc1ccc(CNC(=S)NCc2ccccc2)cc1
 : ?	8%	-5	-1	2%	-20%
- Cc1cc(C(=O)OCC(=O)Nc2cccc(S(=O)(=O)N3CCOCC3)c2)c(C)o1
 : -30%	-2%	-6	10	6%	·
- O=C(Cc1csc(Nc2nc(=S)[nH]c3ccccc23)n1)NCCCN1CCN(c2cccc(Cl)c2)CC1
 : -27%	-5%	16	2	-1%	?
- COc1cc(NC(=O)C2C3C=CC(C3)C2C(=O)O)c(OC)cc1Cl (stereo unspecified)
 : -28%	-5%	-3	1	?	12%
- CCCCCNCc1ccc(Br)cc1
 : 101%[activator]	-18%	-3	-2	-1%	-20%
- O=C(c1ccc(S(=O)(=O)N2CCCCCC2)cc1)N1CCC(CN2C(=O)c3cccc4cccc(c34)C2=O)CC1
 : -38%	-8%	-6	-1	5%	?
- COc1ccc(NC(=O)c2ccccc2F)cc1Cl
 : 2%	4%	35*	29*	-6%	·
- Cc1ccc(S(=O)(=O)N2CCN(C(=O)c3cc(S(=O)(=O)N(C)C)ccc3N3CCCC3)CC2)c(C)c1
 : 5.2µM*	-15%	·	·	·	2.9µM*
- COc1ccc(-c2csc(NC(=O)Cc3ccccc3F)n2)c(OC)c1
 : ?	-13%	38	14*	·	?
- CCS(=O)(=O)N1Cc2ccccc2CC1C(=O)N(C)CC(=O)Nc1cccc(F)c1 (stereo unspecified)
 : 22%	-7%	·	·	·	27%
- CN(Cc1ccccc1)C(=O)c1ccc([N+](=O)[O-])o1
 : 26%	40µM*	42*	19*	-4%	9.3µM*
- O=C(/C=C/c1cccc([N+](=O)[O-])c1)NC(=S)Nc1ccc(CN2CCOCC2)cc1
 : -26%	-4%	-3	-1	0%	12%
- Cc1ccccc1-n1c(=O)c2c(n3cnnc13)-c1ccccc1CC21CCCCC1
 : ?	-24%	-14	11	7%	?
- CCOc1ccccc1NC1=C(Cl)C(=O)N(c2ccccc2)C1=O
 : ?	1%	16	-1	0%	-7%
- Cc1nc2ccccc2c(=O)n1NC(=O)c1cccc([N+](=O)[O-])c1
 : ?	8%	-16	-6	-5%	-24%
- CCOC(=O)N1CCN(S(=O)(=O)c2cc(C)c(C)cc2C)CC1
 : 93%[activator]	-1%	17	-3	12%	-11%
- CCOC(=O)N1CCC(N(C(=O)Nc2cccc(OC)c2)C(C)CC)CC1 (stereo unspecified)
 : -5%	7%	4	11	-19%	-3%
- CCCn1c(=S)[nH]c2ccccc2c1=O
 : 7%	·	23	6	-7%	-3%
- Cc1cc(C)c(C#N)c(SCCS(=O)(=O)c2ccc(Cl)cc2)n1
 : -21%	?	3	0	-2%	?
- O=C(O)Cc1ccc(S(=O)(=O)Nc2ccccc2C(=O)O)cc1
 : 8%	-1%	-4	-3	10%	15%
- CCN(CC)CCNC(=O)CCN1N=C(c2ccccc2)CCC1=O
 : ?	2%	27	9	5%	23%
- O=c1[nH]c2sccc2c2ccccc12
 : ·	·	-3	-2	-8%	·
- CO/N=C/CC(=O)c1cnc(-c2ccc(Cl)cc2)s1
 : -2%	1%	73*	22*	-11%	?
- CC1=CC(C)(C)n2c(O)c(N=N)c3cc(C)cc1c32
 : 18%	4%	-8	-4	-3%	2%
- COc1cc(/C=C2/C(=O)N(c3ccc([N+](=O)[O-])cc3)N=C2N2CCOCC2)ccc1O
 : ?	?	7	3	-19%	?
- Cc1cc(NC(=O)C2CCN(S(=O)(=O)c3cnc[nH]3)CC2)ccc1Br
 : 49%[activator]	-24%	-2	-2	-5%	-5%
- Cn1c(NCC(O)CO)nc2c1c(=O)n(Cc1ccc(Cl)c(Cl)c1)c(=O)n2C (stereo unspecified)
 : ?	17%	11	-1	4%	-21%

As a working copy, part of the list above:
The line under a structure holds: Pf growth 96h	Sm TGR inh	Shiga toxin inh	CHX counter	Giardia FBPA inh	Pf growth 48h
- CO/N=C/CC(=O)c1cnc(-c2ccc(Cl)cc2)s1
 : -2%	1%	73*	22*	-11%	?
- CC1=CC(C)(C)n2c(O)c(N=N)c3cc(C)cc1c32
 : 18%	4%	-8	-4	-3%	2%
- COc1cc(/C=C2/C(=O)N(c3ccc([N+](=O)[O-])cc3)N=C2N2CCOCC2)ccc1O
 : ?	?	7	3	-19%	?
- Cc1cc(NC(=O)C2CCN(S(=O)(=O)c3cnc[nH]3)CC2)ccc1Br
 : 49%[activator]	-24%	-2	-2	-5%	-5%
- Cn1c(NCC(O)CO)nc2c1c(=O)n(Cc1ccc(Cl)c(Cl)c1)c(=O)n2C (stereo unspecified)
 : ?	17%	11	-1	4%	-21%

(further entries)
The line under a structure holds: Pf growth 96h	Sm TGR inh	Shiga toxin inh	CHX counter	Giardia FBPA inh	Pf growth 48h
- CC(O)CSc1nc2c(c(=O)[nH]c(=O)n2C)n1Cc1ccccc1Cl (stereo unspecified)
 : -8%	-9%	-12	-2	0%	-5%
- CCCC(C)C(=O)Nc1nc(C)c(-c2csc(Nc3cc(OC)ccc3OC)n2)s1 (stereo unspecified)
 : 9.3µM*	2%	-4	-4	-1%	6.6µM*
- NC(=O)c1ccccc1NCC(=O)c1ccc(Cl)cc1
 : ?	-13%	21	11	14%	·
- CCOc1cccc(-c2nnc(SCC(=O)Nc3cc(C)ccc3OC)n2N)c1
 : ?	2%	11	8	9%	-24%
- N#CC1=C(N)OC2=C(C(=O)CCC2)C12C(=O)N1CCCc3cccc2c31 (stereo unspecified)
 : -27%	-1%	-7	14	-1%	·
- O=C(N[C@@H](Cc1ccccc1)C(=O)N1CCN(S(=O)(=O)c2cccc(F)c2)CC1)c1ccco1
 : ?	-10%	·	·	·	?
- CNc1oc(-c2ccc(F)cc2)nc1S(=O)(=O)c1ccccc1
 : 37%[activator]	-1%	-9	-1	-6%	?
- CN(C)c1ccc(/C=C/[N+](=O)[O-])cc1
 : 0%	-1%	8	-1	5%	19%
- Cc1nc(Cl)sc1C(=O)Nc1cccc(Cl)c1C
 : -9%	-1%	14	10	-2%	-8%
- O=C(O)c1ccc(S(=O)(=O)Nc2ccc(F)c(Cl)c2)cc1
 : ·	8%	-9	-2	15%	2%
- O=CN1CCN(C2CC(=O)N(c3ccc4c(c3)OCO4)C2=O)CC1 (stereo unspecified)
 : -8%	45µM*	20	11	1%	0%
- CCOC(=O)N/N=C\c1ccccc1OC/C=C/c1ccccc1
 : 83%[activator]	3%	55*	34*	0%	2.9µM*
- CCC(C)c1ccc(N(C(=O)c2ccco2)C(C(=O)NC2CCCC2)c2cccnc2)cc1 (stereo unspecified)
 : 28%	-3%	94*	39*	-3%	1.9µM*
- CC1=C(C(=O)OC2CCCCC2)C(c2ccc(C)o2)C2=C(CC(C)(C)CC2=O)N1 (stereo unspecified)
 : -18%	0%	-16	-2	9%	12µM*
- CCOC(=O)C1CCN(S(=O)(=O)c2c(C)noc2C)CC1
 : 13%	9%	31	-2	·	24%
- CN(CCc1ccccn1)S(=O)(=O)c1ccc2c3c(cccc13)C(=O)N2
 : -3%	-3%	-22	-2	-3%	-18%
- CCCCC(=O)NCc1ccc(Cl)cc1
 : ?	4%	16	-3	2%	5%
